Bioassay records from PubChem BioAssay.
Gli-Sufu antag: Gli-Sufu pathway antagonism. Sufu-KO-LIGHT fibroblasts, Gli luciferase reporter luminescence. inhibition, % at 5 µM. hit rate 0.74% among 340,000. AID 588413;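 active = inhibition above about 55%, limit read from the data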;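 note: 0% = DMSO-treated cells and 100% = wells with medium but no cells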
Jurkat NFkB inh: lowers PMA/ionomycin-induced NF-kB signal in Jurkat cells | PMA/ionomycin-induced NF-kB luciferase reporter, luminescence | inhibition, % at 4 µM | hit rate 0.53% among 330,000
UBC13 inh: human UBC13 polyubiquitination inhibition; UBC13 polyubiquitin chain formation, TR-FRET; inhibition, % at 20 µM; hit rate 0.47% among 330,000; AID 485273; in the data active = inhibition above about 45%, passing the limit was not always enough
SENP8 inh: SENP8 protease inhibition | Q96LD8 | inhibition, % at 10 µM | hit rate 1.2% among 330,000 | purified SENP8, Z-RLRGG-aminoluciferin cleavage, luminescence
SENP7 block: inhibitors of human SENP7 protease; recombinant SENP7, Z-RLRGG-aminoluciferin luminescence, 40 min; inhibition, % at 5 µM; hit rate 1.5% among 330,000; AID 434973;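 active = inhibition above about 50% at the single test dose, limit read from the data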;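 note: plate controls were DMSO with enzyme for no effect and no enzyme buffer wells for full effect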
Apaf-1 inh: blocks human Apaf-1 apoptosome activity | O14727 | reconstituted apoptosome caspase-3 activity, DEVD-Rh110 fluorescence | inhibition, % at 20 µM | hit rate 0.71% among 330,000 | AID 489030; active = inhibition of at least 40% at 20 µM;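 note: plate controls were DMSO wells for no effect and DEVD-CHO caspase inhibitor wells for full effect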
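Material: biochemical Apaf-1 apoptosome reconstitution. Medium: Hepes buffer, pH 7.5. Also added: cytochrome c activation, bis-DEVD rhodamine 110 substrate. Timing: 30 min compound preincubation, 50 min activation, room temperature. Measured by: rhodamine 110 fluorescence at Ex 480/Em 540 nm.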
697 NFkB inh: inhibitors of the PMA/ionomycin-induced NF-kB reporter in 697 B cells; inhibition, % at 4 µM; 697 B-cell NF-kB luciferase reporter, 16 h; AID 435022; hit rate 0.33% among 330,000; in the data active = inhibition above about 35%
HKDC1 inh: HKDC1 (human) hexokinase inhibition | recombinant HKDC1, G6PDH/diaphorase resazurin coupled fluorescence | inhibition, % at 20 µM | hit rate 0.16% among 340,000 | AID 493160;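 active = inhibition above about 35% when tested at 20 µM, limit read from the data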;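 note: plate controls were DMSO wells with enzyme for no effect and DMSO wells lacking enzyme for full effect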
Target sequence (Q2TB90 whole entry, looked up): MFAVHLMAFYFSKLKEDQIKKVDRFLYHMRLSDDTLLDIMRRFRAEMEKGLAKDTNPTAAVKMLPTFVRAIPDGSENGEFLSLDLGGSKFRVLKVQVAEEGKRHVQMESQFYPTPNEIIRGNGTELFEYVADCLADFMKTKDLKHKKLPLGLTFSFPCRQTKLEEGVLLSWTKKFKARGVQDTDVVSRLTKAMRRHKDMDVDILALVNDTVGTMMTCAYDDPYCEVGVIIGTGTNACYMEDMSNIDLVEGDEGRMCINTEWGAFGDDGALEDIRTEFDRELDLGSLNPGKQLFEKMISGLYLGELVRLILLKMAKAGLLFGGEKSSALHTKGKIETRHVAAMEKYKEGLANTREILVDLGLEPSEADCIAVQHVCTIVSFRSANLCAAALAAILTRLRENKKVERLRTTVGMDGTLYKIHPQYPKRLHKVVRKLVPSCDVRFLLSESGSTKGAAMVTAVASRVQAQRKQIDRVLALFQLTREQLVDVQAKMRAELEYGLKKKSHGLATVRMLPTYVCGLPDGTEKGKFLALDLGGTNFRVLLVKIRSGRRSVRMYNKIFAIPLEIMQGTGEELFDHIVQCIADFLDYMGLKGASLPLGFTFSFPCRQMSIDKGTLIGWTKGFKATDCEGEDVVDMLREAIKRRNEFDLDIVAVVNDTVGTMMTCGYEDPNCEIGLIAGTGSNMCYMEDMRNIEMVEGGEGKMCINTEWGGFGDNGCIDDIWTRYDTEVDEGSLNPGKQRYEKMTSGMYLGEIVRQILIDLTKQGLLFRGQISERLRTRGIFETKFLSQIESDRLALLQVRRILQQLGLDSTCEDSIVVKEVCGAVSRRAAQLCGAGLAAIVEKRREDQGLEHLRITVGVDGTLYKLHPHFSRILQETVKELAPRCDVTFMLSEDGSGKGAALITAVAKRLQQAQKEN
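test system = in-house recombinant HK5 (HKDC1) enzyme | amount = HKDC1 at 5 µg/mL | control set = DMSO-enzyme wells negative, buffer-substituted wells positive | compound = one dose of 20 µM, 1% DMSO | schedule = reaction time 90 min, room temperature, protected from light | technique = resorufin fluorescence at 613 nm | reagent = glucose with 1 mM ATP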
* = called active by the depositor; x = not tested or not shown. Cut-off read from the data, not from the text of the source, unless noted: active = inhibition above about 50%; inactive = the rest.

SMILES	Gli-Sufu antag	Jurkat NFkB inh	UBC13 inh	SENP8 inh	SENP7 block	Apaf-1 inh	697 NFkB inh	HKDC1 inh
COc1ccc(O)c(CNc2ccccc2F)c1	-2	-13	-4	9	20	5	-39	-5
CCN(CC)CCOC(=O)c1ccc(NC(=O)CCNC(=O)Cn2ccc3ccccc3c2=O)cc1	23	-1	-2	-4	-5	-11	8	2
Fc1ccc(-c2cnc3n2CCCCC3)cc1	16	12	0	4	-1	-3	0	-3
COc1ccc(C)cc1NC(=O)CSc1nnc(-c2ccco2)n1N	1	10	-5	-11	-4	-3	7	-3
COc1ccccc1CNC(=O)CN1C(=O)NC(Cc2ccccc2)(c2ccccc2)C1=O (configuration not stated)	3	20	7	3	2	9	16	0
O=C(NCCc1ccccc1F)C1CCC(=O)N(Cc2ccc(Cl)cc2)C1 (configuration not stated)	-10	4	0	-3	-5	9	-20	-3
COc1ccc(/C=C(\NC(=O)c2ccc(Cl)cc2)C(=O)NCCCn2ccnc2)cc1OC	-21	3	-3	7	6	3	-3	4
c1ccc(OCCSc2nc3ccccc3o2)cc1	-21	-37	-4	-19	5	11	-52	-3
Cn1c(-c2ccc(F)cc2)cnc1SCC(=O)NNC(=O)Cc1ccccc1	6	-6	0	-14	-8	1	-8	-13
CC(=O)OC(C)(C)C#CCN1CCCC1	0	-12	12	-8	-2	-22	12	-4
c1csc(C2CCCN2c2nc3nonc3nc2NC2CC2)n1 (configuration not stated)	-1	-2	3	-7	-7	-1	17	-5
COc1ccccc1C(=O)NCC(=O)NC1CCCc2ccccc21 (configuration not stated)	14	4	20	2	14	-32	-8	-9
CC12CN3CCN(CC(C3)/C1=N\NC(=O)Nc1cccc(Cl)c1)C2	-7	-9	10	5	5	4	-5	-13
CC(Oc1ccc2ccc(=O)oc2c1)C(=O)NC1CC(C)(C)NC(C)(C)C1 (configuration not stated)	0	3	11	-5	-9	-4	11	-7
O=C(COC(=O)C1(c2ccccc2)CCCC1)N1CCNC1=O	6	-18	1	-13	-5	15	6	-5
COc1ccc(-c2cc(C(=O)N(C)CCc3ccc(OC)c(OC)c3)c3ccccc3n2)cc1	-7	-15	6	3	-1	13	11	2
O=C(N/N=C/c1cccc(Br)c1)c1ccc(N2CCCC2=O)cc1	-12	9	5	-2	-2	2	-61	7
CCCCn1c(N)c(N(CCC(C)C)C(=O)c2oc3ccc(OCC)cc3c2C)c(=O)[nH]c1=O	-8	3	-9	7	1	6	19	2
CCN(CC)S(=O)(=O)c1cccc(C(=O)N2CC(O)CC2C(=O)OC)c1 (configuration not stated)	-3	-8	4	-7	-4	-3	9	-5
CC(C)C1N=C2c3ccccc3N=C(SCC(=O)c3ccc(O)c(O)c3)N2C1=O (configuration not stated)	31	12	-4	0	-11	5	-23	10
CCCn1c(C2CCCN2c2nc(-c3cccc(Br)c3)cs2)nc2ccccc21 (configuration not stated)	7	1	15	4	10	12	-2	0
O=C(CCN1CCN(c2ccccc2)CC1)c1ccc(Br)cc1	2	-16	4	-1	8	18	5	8
COc1cc(C(=O)NCC2CCCO2)ccc1OCc1ccccc1 (configuration not stated)	-8	-6	-3	-10	-10	12	1	-5
COCCNC(=O)C(c1ccccc1)N(CCOC)C(=O)Cn1nnc2ccccc21 (configuration not stated)	-1	12	0	3	-1	-10	21	-1
CCOc1ccc(C(=O)NCC(c2cccs2)N(C)C)cc1 (configuration not stated)	6	-18	0	-9	-3	-1	-25	-13
Cc1ccc(C)c2c1cc(C)c1nnc(SCC(=O)Nc3cccc(C(=O)O)c3)n12	-9	3	2	6	8	-10	21	-2
Cc1ccc(Cn2ccc(NC(=O)c3cc(C)on3)n2)cc1	-29	-29	-17	-10	-5	6	-18	-2
COc1ccc2c(c1)c(C(=O)N/N=C/c1ccc(Cl)cc1)c(C)n2C	-6	25	3	3	0	6	11	0
CCOc1ccc(N=NC2C(=O)N(C(N)=S)N=C2C)cc1 (configuration not stated)	-32	-44	-23	93*	88*	-5	-206	-24
CCCCOCCCNS(=O)(=O)Cc1ccccc1	-3	14	7	-1	2	-11	7	-7
Cc1c(C(=O)NCCSCc2ccc(F)cc2)cnn1-c1ccc(Cl)cc1	-17	-13	2	-5	9	7	-12	-1
CN(C)C(=O)CCCCCCCCC(=O)N(C)C	-27	-5	7	11	1	-10	8	-2
C=CCn1c(SCC(=O)N(C)C)nc2cc(C(=O)O)ccc2c1=O	-8	-7	-11	-7	-11	3	-4	9
CCOc1ccccc1N(CC(=O)Nc1ccc(OC)cc1OC)S(=O)(=O)c1ccccc1	x	-17	1	-15	-15	17	-7	5
CCOC(=O)CSCC(=O)Nc1ccc(S(=O)(=O)N2CCCCC2)cc1	-4	7	4	0	-4	0	5	-9
Cn1c(=O)c(=O)n(C)c2cc(S(=O)(=O)N3CCCCCC3)ccc21	4	12	11	4	5	-3	3	-9
COc1ccc2nc(N3C(=O)CC(Cc4ccc(C)cc4)C3=O)sc2c1 (configuration not stated)	-1	5	-5	-13	-5	13	-3	0
CC(=O)NNC(=O)c1ccncc1	-8	-5	4	1	-1	-18	10	-3
CC(=O)Nc1nc(-c2ccccc2)nc(-c2ccccc2OC(C)=O)n1	50	22	6	2	9	-2	14	-3
CC(=O)c1cn(CCOc2cc(C)ccc2C)c2ccccc12	68*	48	10	-6	9	6	65*	5
O=C(Nc1nnc(CCc2ccccc2)s1)c1ccc(F)cc1	21	-5	1	-6	6	5	5	-6
COc1ccc(Nc2nc(N)nc(CSc3nccn3C)n2)cc1	-41	-69	-12	-10	-5	-3	-69	-10
Cc1nnc2c3ccccc3c(-c3ccc(O)cc3)nn12	8	-5	1	-7	-4	32	23	4
COc1ccc2c(c1)c(C(=O)N/N=C/c1ccc(Br)cc1)c(C)n2C	-5	41	-5	0	5	9	-30	3
Cn1ncc(Cl)c1C(=O)N1CCN(S(=O)(=O)c2ccc(Cl)s2)CC1	12	5	-4	5	-3	-1	11	-5
COc1ccccc1OCC(=O)Nc1ccc(S(=O)(=O)Nc2nc(C)cc(C)n2)cc1	6	5	-1	0	-2	4	18	9
CCc1ccc(NC(=O)C2CC(=O)N(C(C)C)C2)cc1 (configuration not stated)	-5	4	0	0	4	4	-15	2
O=C1NC(=S)N/C1=C/c1cc([N+](=O)[O-])ccc1O	1	-8	-131	-8	2	-4	-8	6
Cc1cc(-c2ccccc2)nc2cc(C(=O)NCc3ccco3)nn12	-12	-7	1	4	-2	4	-5	-1
CCOc1cc(NS(=O)(=O)c2ccc(OC)cc2)c(OCC)cc1NC(=O)c1ccco1	-18	9	4	4	3	4	19	13
C[C@@H]1C=C(C(=O)O)O[C@H](OCc2ccc(CO)cc2)C1	-12	8	-16	-16	7	-9	3	-2
N#Cc1ccc(NCC(=O)Nc2ccc3c(c2)OCCO3)cc1	-4	-11	0	-6	11	1	15	-5
C=CCN(c1cccc(C(F)(F)F)c1)S(=O)(=O)c1cccc(C(=O)OCC(=O)Nc2ccccc2)c1	8	4	8	-5	-3	2	-20	2
O=C(Cn1ccc2ccccc2c1=O)N1CCN(c2cccc(Cl)c2)CC1	2	1	1	-8	11	5	17	1
O=C(Nc1ccc(Br)cc1)c1cnccn1	-49	-40	-10	10	8	-2	-51	4
CC(C(=O)N1CCOCC1)c1ccccc1 (configuration not stated)	-12	13	-2	-1	12	8	12	2
Cc1ccc(C(=O)/C=C/Nc2ccc(S(=O)(=O)Nc3cc(C)nc(C)n3)cc2)cc1	0	-1	4	5	0	-8	0	5
N#CNC(=Nc1ccccc1)SCc1ccc(C(=O)O)cc1	3	-7	-3	0	-5	11	9	8
CC(C)n1c(NCCO)nc2ccccc21	0	2	2	9	-4	-9	8	-5
O=C(Nc1ccccc1Cl)N1C2CCC1CC(O)(c1cccnc1)C2 (configuration not stated)	-2	-4	7	5	5	-11	10	-10

Two records drawn at random from those above:
SMILES	Gli-Sufu antag	Jurkat NFkB inh	UBC13 inh	SENP8 inh	SENP7 block	Apaf-1 inh	697 NFkB inh	HKDC1 inh
O=C(Nc1nnc(CCc2ccccc2)s1)c1ccc(F)cc1	21	-5	1	-6	6	5	5	-6
Cn1ncc(Cl)c1C(=O)N1CCN(S(=O)(=O)c2ccc(Cl)s2)CC1	12	5	-4	5	-3	-1	11	-5

Laid out differently: four of the compounds above
Each structure is followed by: Gli-Sufu antag, Jurkat NFkB inh, UBC13 inh, SENP8 inh, SENP7 block, Apaf-1 inh, 697 NFkB inh, HKDC1 inh
C=CCN(c1cccc(C(F)(F)F)c1)S(=O)(=O)c1cccc(C(=O)OCC(=O)Nc2ccccc2)c1
→ 8, 4, 8, -5, -3, 2, -20, 2
O=C(Cn1ccc2ccccc2c1=O)N1CCN(c2cccc(Cl)c2)CC1
→ 2, 1, 1, -8, 11, 5, 17, 1
O=C(Nc1ccc(Br)cc1)c1cnccn1
→ -49, -40, -10, 10, 8, -2, -51, 4
CC(C(=O)N1CCOCC1)c1ccccc1 (configuration not stated)
→ -12, 13, -2, -1, 12, 8, 12, 2

(list continues)
SMILES	Gli-Sufu antag	Jurkat NFkB inh	UBC13 inh	SENP8 inh	SENP7 block	Apaf-1 inh	697 NFkB inh	HKDC1 inh
Cc1cc(C(=O)CSc2nnnn2-c2ccccc2)c(C)n1CCc1ccccc1	0	15	-4	-1	-7	16	-6	4
COc1ccnc(Oc2ccccc2)c1C(=O)N/C=N/OCc1ccccc1	-2	-18	1	-1	0	10	-8	-2
CC(C)OC(=O)Cn1nc(C(F)(F)F)c2c1CCCC2	-3	4	5	4	1	2	6	-3
COc1ccccc1NC(=O)CCC(=O)Nc1cc(OC)c(NC(=O)c2cccs2)cc1OC	-22	-13	-1	-5	-11	2	-15	0
COc1ccc(Cl)c(OC)c1C(=O)NC(=O)Nc1c(F)cc(F)cc1F	20	2	9	-3	-1	-22	0	-6

Some of the entries so far, with values under each structure.
Values in the order: Gli-Sufu antag	Jurkat NFkB inh	UBC13 inh	SENP8 inh	SENP7 block	Apaf-1 inh	697 NFkB inh	HKDC1 inh
- c1csc(C2CCCN2c2nc3nonc3nc2NC2CC2)n1 (configuration not stated)
    -1	-2	3	-7	-7	-1	17	-5
- COc1ccccc1C(=O)NCC(=O)NC1CCCc2ccccc21 (configuration not stated)
    14	4	20	2	14	-32	-8	-9
- CC12CN3CCN(CC(C3)/C1=N\NC(=O)Nc1cccc(Cl)c1)C2
    -7	-9	10	5	5	4	-5	-13
- CC(Oc1ccc2ccc(=O)oc2c1)C(=O)NC1CC(C)(C)NC(C)(C)C1 (configuration not stated)
    0	3	11	-5	-9	-4	11	-7
- O=C(COC(=O)C1(c2ccccc2)CCCC1)N1CCNC1=O
    6	-18	1	-13	-5	15	6	-5
- COc1ccc(-c2cc(C(=O)N(C)CCc3ccc(OC)c(OC)c3)c3ccccc3n2)cc1
    -7	-15	6	3	-1	13	11	2
